Assay outcomes as filed in PubChem.
Granule exo inh – LAMP-1 surface exposure blockers, TALL-104 cells – cell-based, flow cytometry, MLPCN library, primary screen. AID 651702, 2012. 360,000 compounds, 0.66% hits. inhibition, % at 10 µM. TALL-104 LAMP-1 surface exposure; cells stimulated with thapsigargin and PMA;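 active = inhibition above about 55%, limit read from the data; inconclusive = no clear call, values can overlap the other calls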
MC4R barr agon – MC4R agonists recruiting beta-arrestin, primary screen, cell-based, luminescence, agonist arm of biased-ligand search; U2OS MC4R beta-arrestin complementation; percent of melanotan II response, DMSO zero; activation, % at 8.9 µM; 360,000 compounds, 0.98% hits; AID 540308, 2011;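 active = activation above a per-plate cutoff, the mean activation of sample wells on that plate plus 3 SD, cut at about 8% in these data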
ABCB6 inh 2 – ABCB6 transporter inhibitors, primary screen, K562-ABCB6 cells, flow cytometry, MLPCN library. 360,000 compounds, 0.19% hits. ATP-binding cassette sub-family B member 6 (Homo sapiens), Q9NP58. K562-ABCB6 porphyrin accumulation, 1 h; hits give low values. fluorescence ratio to DMSO, % at 10 µM. AID 602162, 2011;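 active = fluorescence ratio to DMSO below 75%, the collection mean minus 3 SD; inconclusive = too few cells collected in the well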;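 also: signal is porphyrin accumulated inside mitochondria; 100% equals median channel fluorescence of DMSO control wells; lower ratio means ABCB6 inhibition with less porphyrin fluorescence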
Target sequence (Q9NP58 whole entry, looked up): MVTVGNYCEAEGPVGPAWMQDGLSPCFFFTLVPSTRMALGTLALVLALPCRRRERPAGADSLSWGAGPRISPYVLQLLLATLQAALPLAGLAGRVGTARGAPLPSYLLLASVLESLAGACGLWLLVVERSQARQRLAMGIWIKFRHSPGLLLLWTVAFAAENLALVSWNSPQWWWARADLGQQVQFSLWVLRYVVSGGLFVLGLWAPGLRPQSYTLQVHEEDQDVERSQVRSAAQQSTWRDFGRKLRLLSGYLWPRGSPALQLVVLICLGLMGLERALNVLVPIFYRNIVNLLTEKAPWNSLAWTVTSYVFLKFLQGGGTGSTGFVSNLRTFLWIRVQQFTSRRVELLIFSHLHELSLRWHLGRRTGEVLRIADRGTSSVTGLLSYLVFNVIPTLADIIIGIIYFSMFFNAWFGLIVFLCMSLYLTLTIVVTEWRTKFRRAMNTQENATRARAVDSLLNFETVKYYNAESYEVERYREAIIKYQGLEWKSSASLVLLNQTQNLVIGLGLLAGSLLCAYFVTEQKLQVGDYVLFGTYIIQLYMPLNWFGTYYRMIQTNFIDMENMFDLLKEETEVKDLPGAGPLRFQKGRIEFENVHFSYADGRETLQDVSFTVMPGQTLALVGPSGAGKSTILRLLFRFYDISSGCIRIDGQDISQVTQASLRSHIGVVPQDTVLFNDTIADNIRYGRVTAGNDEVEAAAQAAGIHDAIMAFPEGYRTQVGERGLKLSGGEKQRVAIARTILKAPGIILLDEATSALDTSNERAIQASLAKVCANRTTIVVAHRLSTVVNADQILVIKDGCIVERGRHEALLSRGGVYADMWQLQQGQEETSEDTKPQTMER
ABHD5-PLIN5 inh – ABHD5-PLIN5 interaction inhibitors, primary screen, cell lysate, split luciferase complementation, luminescence. Perilipin-5 (Homo sapiens) + 1-acylglycerol-3-phosphate O-acyltransferase ABHD5 (Homo …. Split G. princeps luciferase complementation, 4 h. inhibition, % at 4 µM. 360,000 compounds, 0.78% hits. AID 602281, 2012;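 active = inhibition above the mean inhibition across every tested compound plus 3 SD, cut at about 22% in these data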;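 also: 0% = DMSO only wells and the 100% control is not disclosed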
aDG glyco act – activators of alpha-DG glycosylation, primary screen, uHTS, Pro5-aDG cells, AlphaScreen. alpha-DG glycosylation AlphaScreen (IIH6); 0% Pro5, 100% B10-LARGE cell signal. activation, % at 10 µM. 360,000 compounds, 0.22% hits;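 active = activation of at least 8% versus controls, or a plate z-score of at least 8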;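 also: Pro5 are CHO cells carrying HIG-tagged alpha-DG that lacks glycosylation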
hiPSC survival – enhancers of single-cell hiPSC survival, primary screen, ATPlite luminescence | 100% = ROCK inhibitor wells, 0% = DMSO | survival enhancement, % at 20 µM | 360,000 compounds, 0.044% hits | AID 602274, 2012; in the data active = survival enhancement above about 18%;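 also: cells exposed to compounds for 16 hours before the ATP read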
N-glyco inh – increase of ERlucT glycosylation luciferase signal, primary screen, N-linked glycosylation inhibitor project, D54 ERlucT cells, luminescence, set 2; 360,000 compounds, 0.23% hits; D54 ERlucT glycosylation luciferase reporter, 24 h; percent of 100 nM tunicamycin response; reporter increase, % at 12.5 µM; AID 588692, 2011;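 active = mean luciferase reporter signal, scaled so untreated is 0 and the glycosylation-blocking control 100, at or above a set limit in every replicate; inconclusive = mean reaches the limit but not every replicate does; inactive = mean below the limit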;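 also: luciferase carries N-glycosylation sites so blocking glycosylation raises the light; 0% = median of neutral control wells and 100% = median of 100 nM tunicamycin wells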
m5-HT2A agonist – mouse Htr2a agonists via beta-arrestin recruitment, primary screen, cell-based, luminescence; 5-hydroxytryptamine receptor 2A (Mus musculus), P35363; CHO-K1 mHTR2A beta-arrestin complementation; percent of 30 µM serotonin response; activation, % at 7.6 µM; 360,000 compounds, 0.66% hits;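 active = activation above a run cutoff, the mean activation of all tested compounds plus 3 SD, cut at about 14% in these data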;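 also: 0% = plate median of compound wells and 100% = 30 µM serotonin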
MC4R antagonist – MC4R antagonists of cAMP signaling, primary screen, cell-based, TR-FRET, antagonist arm of biased-ligand search; Melanocortin receptor 4 (Homo sapiens), P32245; MC4R-expressing cells, MTII-stimulated cAMP, LANCE TR-FRET; inhibition, % at 6.5 µM; 360,000 compounds, 0.48% hits;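 active = inhibition above its plate's cutoff, the mean of tested wells on that plate plus 3 SD, cut at about 29% in these data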;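 also: 0% = Melanotan II alone and 100% = Melanotan II plus saturating MCL0020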
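System – human MC4R-expressing U2OS cells · Also added – Melanotan II · Dosing – one concentration, 6.5 µM nominal · Timing – 30-min compound, 1-h challenge, 1-h detection, room temperature · Measured by – Eu-cAMP/anti-cAMP TR-FRET, emission 671 nm · Replicates – singlicate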
H9c2 protect – cardioprotection against H2O2-induced cell death, primary screen, uHTS, H9c2 cells, ATPLite luminescence. H9c2 cardiomyocytes, H2O2 injury protection, 2 h. protection from H2O2 cell death, % at 20 µM. 360,000 compounds, 0.63% hits. AID 588492, 2011;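 active = compounds giving at least 50% protection of heart cells from peroxide-induced death in the single-dose screen, raw or plate-pattern-corrected value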;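 also: 0% = DMSO wells with peroxide and 100% = DMSO wells without peroxide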
Active calls of the source: *; ? = inconclusive; . = not tested or not shown. An unsorted share of the library; any-hit rate near 4.5%.

item	mol	Granule exo inh	MC4R barr agon	ABCB6 inh 2	ABHD5-PLIN5 inh	aDG glyco act
1	CC[C@]12c3[nH]c4ccc(OC)cc4c3CCN1C(=O)C(CC(=O)NCCCN(C)C)C[C@@H]2C(=O)N1CCN(C(=O)c2ccco2)CC1 (stereo partly drawn)	-3	1.1	96	2	-0.1
2	CC(NC(=O)c1cc(-c2cccs2)on1)c1ccccc1 (stereo not drawn)	-1	2.7	106	9	0.4
3	CCOc1ncccc1C(=O)N1CCN(S(=O)(=O)c2ccc3ccccc3c2)CC1	-2	-0.6	100	-8	0.0
4	CCOc1cc(N2C(=O)CC3CS(=O)(=O)CC32)c(OCC)cc1NC(=O)c1ccccc1 (stereo not drawn)	-1	-1.3	92	0	0.1
5	O=C(Nc1cccc(S(=O)(=O)NC2=NCCC2)c1)c1ccc(OC(F)F)cc1	11	-0.9	98	-5	0.1
6	O=C(NCCSCc1ccc(Cl)cc1Cl)c1ccc(CN2CCOCC2)cc1	1	-0.4	82	6	0.6
7	Cc1ccc(N=Cc2cc(Cc3ccccc3Cl)cc([N+](=O)[O-])c2O)c(O)c1	6	5.9	102	8	0.7
8	C#CCOCCOCCOCCNc1nc(N2CCOCC2)nc(N2CCN(C(=O)[C@H]([C@@H](C)O)n3cc(CCCCN)nn3)CC2)n1	52	-0.2	96	3	0.2
9	Cc1ccc(-n2c(SCC(=O)N3CC(=O)Nc4ccccc43)nc3ccccc3c2=O)cc1	-9	-1.9	97	3	-0.1
10	O=C(Nc1ccccc1)Nc1ccccc1Br	5	-0.2	87	-2	0.1
11	CCOc1ccc(NC(=O)NCCN2CCN(c3ccccc3F)CC2)cc1	0	2.4	99	0	-0.1
12	COc1ccc([C@H]2CC(=O)C=C(c3cccc(Cl)c3)C2)cc1	-6	2.5	98	-3	0.0
13	CCN(CC)S(=O)(=O)c1cccc(-c2nnc(C(=O)c3ccc(C(F)(F)F)cc3)o2)c1	2	0.4	98	-5	0.0
14	Cc1sc2ncnc(N/N=C/c3cccc(O)c3)c2c1C	14	-2.1	92	0	0.0
15	C=CCn1cc(Cl)cc(C(=O)Nc2ccccc2)c1=O	-7	-0.8	98	4	0.0

item	hiPSC survival	N-glyco inh	m5-HT2A agonist	MC4R antagonist	H9c2 protect
1	0.3	4	1	1	-2
2	-2.9	0	1	5	-10
3	-0.4	1	2	-15	-2
4	-0.8	-1	-2	2	-1
5	-1.2	-3	0	1	-8
6	-0.7	-1	-2	-1	8
7	-1.3	4	-4	-3	24
8	2.0	2	11	-5	2
9	-1.9	-5	-5	20	6
10	-0.6	1	1	-3	-12
11	-0.6	1	2	6	3
12	3.0	-4	-10	9	-9
13	-0.1	0	-2	8	0
14	1.5	0	0	5	4
15	0.1	0	-2	3	3

The last 3 records of the section above open the next one.
item	mol	Granule exo inh	MC4R barr agon	ABCB6 inh 2	ABHD5-PLIN5 inh	aDG glyco act
13	CCN(CC)S(=O)(=O)c1cccc(-c2nnc(C(=O)c3ccc(C(F)(F)F)cc3)o2)c1	2	0.4	98	-5	0.0
14	Cc1sc2ncnc(N/N=C/c3cccc(O)c3)c2c1C	14	-2.1	92	0	0.0
15	C=CCn1cc(Cl)cc(C(=O)Nc2ccccc2)c1=O	-7	-0.8	98	4	0.0
16	COc1ccc(N2CCN(C(=O)c3ccc(Br)cc3)CC2)c([N+](=O)[O-])c1	1	-1.5	91	-4	-0.1
17	COc1ccc(CCNC(=O)c2ccc(CS(=O)Cc3ccc(Cl)cc3)o2)cc1OC (stereo not drawn)	0	-1.9	97	4	0.1
18	CCOC(=O)CC1C(=O)NCCN1S(=O)(=O)c1cccc(C(F)(F)F)c1 (stereo not drawn)	-1	-1.7	91	0	0.1
19	COc1cc(N(C)C)c([N+](=O)[O-])cc1C(=O)N1CCOCC1	-2	-0.8	99	5	-0.3
20	CCN1C(=O)[C@H]2[C@@H](c3ccc(OC)cc3)N[C@]3(CCCN(Cc4ccccc4)C3=O)[C@H]2C1=O	-2	-0.7	97	0	0.3
21	CCOc1ccc2nc(NC(=O)c3cccc(-c4cc5ccccc5oc4=O)c3)sc2c1	-2	24*	100	-3	-0.3
22	O=C(O)CCn1cnc2ccccc2c1=O	6	-1.0	98	-4	0.0
23	Cc1ccc2nc(-c3ccccc3)c(Cc3cccc(F)c3)n2c1	-9	.	123	-5	0.1
24	COc1ccc(/C(N)=N/OC(=O)CN(C)S(=O)(=O)c2ccccc2)cc1	-1	1.1	94	-5	-0.7
25	COc1cc(F)ccc1-c1csc(C(C)(O)c2ccc(F)c(F)c2)n1 (stereo not drawn)	5	4.0	93	-3	0.3
26	O=C(NCCc1ccccc1)c1ccc(-c2ccccc2Cl)o1	20	0.4	101	2	0.2
27	CS(=O)(=O)C1=NSC2=NC(=O)/C(=C\c3ccc(OC(=O)c4ccco4)c(Br)c3)C(=N)N21	1	-3.6	102	-7	-0.2
28	COc1ccc2oc(=Nc3cccc(F)c3)c(C(N)=O)cc2c1	4	1.0	96	2	-0.2
29	CCOC(=O)C(NC(=O)CC)(N1CCc2ccccc2C1)C(F)(F)F (stereo not drawn)	0	-2.2	95	2	-0.3
30	Cc1sc(N)c(C#N)c1C	10	2.4	104	-18	0.0

item	hiPSC survival	N-glyco inh	m5-HT2A agonist	MC4R antagonist	H9c2 protect
13	-0.1	0	-2	8	0
14	1.5	0	0	5	4
15	0.1	0	-2	3	3
16	0.1	5	-2	3	-11
17	-0.4	0	-2	0	5
18	-0.4	1	4	6	-1
19	-0.1	0	1	6	9
20	2.3	0	-2	2	1
21	-0.5	?	0	2	-2
22	8.2	4	6	-1	7
23	0.3	.	-8	.	.
24	-0.3	-1	-1	-1	-5
25	3.1	-3	5	3	-13
26	-2.3	2	-17	-1	-10
27	-0.3	2	-1	-1	-2
28	0.9	1	-1	15	2
29	2.1	3	0	2	4
30	0.9	-1	8	-3	7

2 compounds drawn at random from those above, as already listed:
item	mol	Granule exo inh	MC4R barr agon	ABCB6 inh 2	ABHD5-PLIN5 inh	aDG glyco act
16	COc1ccc(N2CCN(C(=O)c3ccc(Br)cc3)CC2)c([N+](=O)[O-])c1	1	-1.5	91	-4	-0.1
18	CCOC(=O)CC1C(=O)NCCN1S(=O)(=O)c1cccc(C(F)(F)F)c1 (stereo not drawn)	-1	-1.7	91	0	0.1

item	hiPSC survival	N-glyco inh	m5-HT2A agonist	MC4R antagonist	H9c2 protect
16	0.1	5	-2	3	-11
18	-0.4	1	4	6	-1

Remaining list, next part.
item	mol	Granule exo inh	MC4R barr agon	ABCB6 inh 2	ABHD5-PLIN5 inh	aDG glyco act
31	Cc1cc(C(=O)O)c(CSc2ncn[nH]2)o1	2	-1.2	95	-1	0.0
32	COc1cc(CN2CCc3ccccc3C2)cc([N+](=O)[O-])c1O	-3	-0.1	107	0	-0.2
33	O=C(NN1C(=O)C2C(C1=O)C1C=CC2C12CC2)c1ccccc1 (stereo not drawn)	-4	0.3	102	-5	-0.3
34	CC(=O)N1CCCc2cc(S(=O)(=O)N3CCCC(C(=O)N4CCN(c5cccc(Cl)c5)CC4)C3)ccc21 (stereo not drawn)	2	-1.3	89	14	3.6
35	C/C(CC(=O)Nc1cc(C)cc(C)c1)=N\NC(=O)c1ccccn1	-3	-1.7	102	-4	-0.2
36	Cc1ccc(-c2nn(-c3ccccc3)cc2/C=N/NS(=O)(=O)c2ccccc2)cc1	2	1.0	98	-7	0.0
37	Cc1ccccc1-c1ccccc1N	-1	-2.9	107	-3	0.5
38	COc1ccc(OC)c(/C=C/c2ccc3cccc(O)c3n2)c1	2	-3.0	100	11	-0.1
39	O=C(NCc1ccccc1)C1(C(F)(F)F)C/C(=C\CCO)CCCO1 (stereo not drawn)	-3	-0.8	101	-3	0.1
40	CCCn1c(N)c(C(=O)COc2ccc(Br)cc2F)c(=O)n(C)c1=O	0	-2.9	108	-4	0.7
41	Cc1ccc(NC(=O)CSCC(=O)Nc2ccc(S(=O)(=O)N3CCCC3)cc2)cc1	-3	-3.2	102	-7	0.2
42	CSc1ncnc2c1ncn2CCCN1CCN(c2ccccn2)CC1	-1	-0.2	96	-1	-0.1

item	hiPSC survival	N-glyco inh	m5-HT2A agonist	MC4R antagonist	H9c2 protect
31	1.0	4	2	6	-5
32	0.8	3	-2	-1	5
33	-1.3	-1	3	17	-1
34	-0.2	-2	1	14	-10
35	1.5	1	-1	-6	2
36	0.6	-2	-2	3	-6
37	0.4	0	0	10	-1
38	0.0	23	-6	-4	61*
39	4.0	-1	2	0	16
40	-0.2	-1	-1	5	4
41	-0.1	-2	4	2	-1
42	-1.1	3	-18	14	-4
